Compound activity (PubChem BioAssay)
LMP1 NFkB inh: reduces LMP1-driven NF-kappaB luciferase signal; LMP1-induced NF-kappaB luciferase reporter cells, luminescence; inhibition, % at 12.5 µM; 350,000 compounds, 0.69% hits; in the data active = inhibition above about 41%;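 note: 0% = neutral control wells and 100% = reference inhibitor control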
TWEAK Fn14 block: inhibitors of TWEAK-Fn14 interaction signaling | 360,000 compounds, 2% hits | TWEAK-stimulated Fn14 reporter cells, luciferase luminescence, 8 h | AID 1159606 | inhibition, % at 10 µM; in the data active = inhibition above about 50%
TRAIL sens C8: caspase-8 TRAIL sensitization. NB7+C8 cells + TRAIL, ATPlite viability luminescence. AID 624354. inhibition (viability loss, TRAIL sensitization), % at 10 µM. 360,000 compounds, 1% hits;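 active = compounds causing at least 50% loss of cell viability in the single-dose screen, relative to plate controls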
KKLEB tox: reduces viability of KKLEB cystic fibrosis airway cells; AID 602141; activity change (cytotoxicity), % at 5 µM; 360,000 compounds, 0.36% hits; KKLEB CF airway cells viability, ATPlite luminescence, overnight; stronger effect = lower value; cells stimulated with P. aeruginosa culture filtrate;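 active = corrected activity change at or below -50% at 5 µM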
SRC1 inh: inhibitors of human steroid receptor coactivator 1 (SRC1) | Q15788 | HEK293 GAL4-SRC1 luciferase reporter, luminescence | inhibition, % at 3.6 µM | 360,000 compounds, 0.12% hits;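 active = inhibition above the campaign mean plus 3 SD, with each screening campaign given its own cutoff, cut at about 60% in these data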;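 note: 0% = DMSO treated cells and 100% = gossypol at 36 µM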
CF NFkB inh: blocks PAF-induced NF-kB reporter in cystic fibrosis cells; 360,000 compounds, 0.86% hits; inhibition, % at 5 µM; KKLEB NF-kB-GFP reporter, GFP fluorescence overnight;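 active = at least 50% inhibition at 5 µM, scaled per plate between neutral and stimulator controls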;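 note: PAF is a Pseudomonas aeruginosa culture filtrate used as stimulus; plate controls were PAF-stimulated DMSO wells for no effect and unstimulated DMSO wells for full effect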
SRC2 inh: inhibits human steroid receptor coactivator 2; HEK293 GAL4-SRC2 luciferase reporter, luminescence; 370,000 compounds, 0.17% hits; inhibition, % at 9 µM; Q15596;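 active = inhibition above the mean inhibition of all tested compounds plus 3 SD, set per campaign, cut at about 52% in these data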;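 note: 0% = DMSO treated cells and 100% = cells given Gossypol at 36 µM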
TROY NFkB inh: blocks TROY-dependent signaling in reporter cells. Q293 LMP1-TROYcd NF-kB luciferase reporter, 4 h. inhibition, % at 10 µM. 360,000 compounds, 0.98% hits. AID 1347056;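 active = compounds whose plate-normalised and pattern-corrected inhibition of the luciferase reporter signal at the single screening dose is 50% or more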
NCOA3 inh: human NCOA3 inhibition | Q9Y6Q9 | HEK293 GAL4-SRC3 luciferase reporter, luminescence | inhibition, % at 3.6 µM | 360,000 compounds, 0.17% hits | AID 588352;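 active = inhibition above a per-campaign cutoff, the mean of all compounds plus 3 SD, cut at about 60% in these data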;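 note: 0% = DMSO-treated cells and 100% = gossypol-treated cells at 36 µM; higher means less SRC3-driven luciferase light from the GAL4 reporter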
NR5A2 inv ag: inverse agonists of human LRH-1 (NR5A2); HEK293T StAR-luciferase reporter, LRH-1 transfected, 24 h; 360,000 compounds, 0.13% hits; O00482; AID 602396; inhibition, % at 3.6 µM;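 active = inhibition above the mean inhibition of all tested compounds plus 3 SD, cut at about 73% in these data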;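 note: 0% = DMSO wells and 100% = reporter-only cells lacking LRH-1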
COUP-TFII inh: NR2F2 (human) inhibition, primary screen | P24468 | HEK293T NGFI-A luciferase reporter, luminescence | inhibition, % at 8.6 µM | 370,000 compounds, 0.7% hits;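 active = inhibition above a per-plate cutoff, mean inhibition of test wells between control levels plus 3 SD, cut at about 38% in these data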;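 note: cells cotransfected with COUP-TFII expression vector driving the NGFI-A reporter; 0% = median of COUP-TF2 test wells and 100% = reporter-only cells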
Active calls of the source: *; . = not tested or not shown. Hits appear at their usual frequency. Share with any hit: about 4.2%.

cpd	Molecule	LMP1 NFkB inh	TWEAK Fn14 block	TRAIL sens C8	KKLEB tox	SRC1 inh	CF NFkB inh	SRC2 inh	TROY NFkB inh	NCOA3 inh	NR5A2 inv ag	COUP-TFII inh
1	N#CCCn1nnc(-c2ccccc2F)n1	-3	-2	-3	-4	-8	14	-12	-4	-2	7	-13
2	COC(=O)C[C@H]1c2cc(C(F)(F)F)ccc2S(=O)(=O)N1C1CCCC1	4	6	-7	-3	6	-4	-7	-8	-1	-1	7
3	CC(=O)NC1C(=O)N=C(SCC(=O)NCc2ccccc2)NC1=O (configuration not stated)	2	8	-1	-7	-51	8	-7	-37	4	-3	0
4	COc1ccccc1N1CCN(C(CNS(=O)(=O)c2ccccc2)c2ccccc2)CC1 (configuration not stated)	1	9	20	6	2	-14	20	12	3	12	13
5	Cc1cc(C)c(Cn2c3ccccc3c3cnn(CC(=O)NCCN4CCOCC4)c(=O)c32)c(C)c1	-4	13	16	1	-11	17	-6	-9	18	19	-6
6	O=C(Cc1ccc(Cl)cc1)N1CCOCC1	36	12	-15	-4	-1	-8	-28	0	9	-14	-11
7	CCCCNC(=O)Cn1nnc(-c2ccccc2)c1COc1ccc(C(C)=O)cc1	.	-15	-3	-16	-4	-23	-20	-8	5	-40	-4
8	Cc1cc(C(=O)COC(=O)c2cccn2C)c(C)n1Cc1ccco1	-1	74*	63*	-23	-51	16	-47	76*	-1	-53	-12
9	Cc1csc(NC(=O)C2COc3ccccc3O2)n1 (configuration not stated)	1	78*	13	2	-66	-10	-2	44	-62	-164	-16
10	Cc1ccc(OC2CCN(C(=O)[C@H]3O[C@@H](n4ccc(N)nc4=O)[C@H](O)[C@@H]3O)CC2)cc1	.	1	-12	5	1	2	-8	15	12	5	-15
11	CCn1c(SCC(=O)Nc2ccccc2F)nnc1-c1ccoc1C	-3	-3	2	2	3	-7	-26	6	-11	4	-2
12	CCOC(=O)C(Cc1ccc(NC(=O)/C(=C/c2ccc(OC(C)=O)cc2)NC(C)=O)cc1)N1C(=O)c2ccccc2C1=O (configuration not stated)	-10	13	5	-1	-4	3	-10	8	-12	-9	9
13	Cc1cccc(NC(=S)NNC(=O)c2csc(C)c2)c1	-9	-29	16	-6	-70	18	-73	-48	-65	-99	-35
14	CCN(CC)CCNC(=O)C(=O)Nc1cc2c3c(c1)CCC(=O)N3CCC2	-12	-2	-12	7	-20	-5	-4	-7	-58	-32	-21
15	CCOC(=O)c1sc(NC(=O)CC(C)c2ccccc2)nc1C (configuration not stated)	-2	11	20	-2	9	-5	23	10	3	25	9
16	CCOC(=O)N1CCN(C(=O)/C(=C/c2ccc(Br)cc2)NC(=O)c2ccc(OC)cc2)CC1	-9	2	-14	4	-23	-22	12	-7	5	-26	-1
17	Cc1ccc(C(CCN(Cc2ccccc2)C(=O)c2ccco2)c2ccco2)cc1 (configuration not stated)	-1	33	-4	-6	0	14	-3	-6	-7	-6	-3
18	O=C(NCC(=O)N(Cc1ccco1)C(C(=O)NC1CCCCC1)c1cccnc1)c1ccco1 (configuration not stated)	-3	4	1	6	-8	11	-23	6	-2	12	2
19	COc1cccc(CNS(=O)(=O)c2c(C)[nH]c(C)c2C(=O)N2CCCC2)c1	-3	-10	0	-5	10	12	-34	6	-3	-4	-10
20	COc1ccc(C(=O)N2C=Cc3ccccc3C2C#N)cc1 (configuration not stated)	9	14	8	3	-37	-15	-26	5	2	-27	-9
21	COc1ccc(Cl)cc1NC(=S)N1CCN(c2ccccn2)CC1	3	0	-5	10	-5	-7	-8	-13	1	5	4
22	CC1CCCN(CCCOc2ccc(Cl)cc2Br)C1 (configuration not stated)	0	-14	15	0	-2	10	1	-13	-7	-3	-2
23	Cc1ccccc1OCC(=O)OCC(=O)N1CCc2ccccc21	0	7	-9	4	1	-13	-3	12	11	7	-7
24	COc1cccc(NC(=O)c2cccc(S(=O)(=O)N3CCN(Cc4ccccc4)CC3)c2)c1	0	27	-5	8	-10	-9	5	-1	-3	3	7
25	Cc1ccccc1C(=O)N1CCN(S(=O)(=O)c2ccccc2)CC1	-5	6	-1	5	6	-54	-17	0	2	6	-4
26	O=C(COC(=O)c1cccc([N+](=O)[O-])c1)NCc1cccs1	1	-11	-9	6	3	-4	3	3	1	8	14
27	O=C(Cc1ccc(F)cc1)NCCc1ccccc1	1	20	-2	7	-17	-19	-64	-19	12	-28	-1
28	CC(=O)c1ccc(-c2ccc(C(=O)NCC3CCCO3)o2)cc1 (configuration not stated)	-3	-16	3	6	-40	-22	-46	-35	-8	2	-13
29	Cn1ncc([N+](=O)[O-])c1C(=O)NCc1ccccc1	-6	-12	1	-1	-17	-3	-25	-3	14	13	5
30	COc1cc(-c2cc(C(=O)N(C)Cc3ccccc3)c3ccccc3n2)cc(OC)c1OC	10	43	10	-5	14	-24	5	16	28	12	10
31	COc1ccc(C2(O)CN(c3ccc(C)cc3)C3=[N+]2CCCC3)cc1 (configuration not stated)	0	11	-9	-4	13	-4	-16	4	7	6	-2
32	Cc1ccc(CNCC(O)(c2ccc(F)cc2)c2ccc(F)cc2)cc1	7	5	10	-7	-39	-10	11	1	19	-7	-4
33	N#Cc1cccc(S(=O)(=O)N2CCN(c3ccnc4cc(Cl)ccc34)CC2)c1	18	8	3	-10	-11	9	17	24	16	-6	18
34	CCC(CC)C(=O)Nc1nnc(S(=O)(=O)N2CCCc3ccccc32)s1	-8	15	9	-11	-1	19	-7	21	-20	10	-7
35	Cc1occc1-c1nnc(SCC(=O)c2ccc(Cl)cc2)n1CC1CCCO1 (configuration not stated)	0	7	-1	10	2	-13	-3	-3	-2	-9	2
36	CC(C)NC(=O)CSc1nnc(COc2ccccc2Cl)o1	-5	10	11	6	-2	6	-42	-12	6	-3	11
37	CC1CC2(CCCCC2)Nc2ccc3ccccc3c21 (configuration not stated)	6	16	2	-5	-5	25	-18	23	11	26	19
38	COc1cc(C2Nc3cc(Cl)c(S(N)(=O)=O)cc3S(=O)(=O)N2)cc(OC)c1OC (configuration not stated)	1	-5	-7	2	-17	-2	-17	-13	-5	-22	10
39	c1ccc(-c2cnc(CSc3nnc4ccccn34)o2)cc1	-22	23	-11	9	-60	-9	-57	-17	-75	-140	-34
40	O=C(COC(=O)c1cccc(S(=O)(=O)N2CCN(c3ccccc3)CC2)c1)NCc1ccco1	-7	3	-20	-1	-13	12	3	-2	-24	8	4
41	CC(C)(C)NC(=O)C1c2ccccc2OCC(=O)N1Cc1ccco1 (configuration not stated)	.	6	-7	.	.	.	-6	-10	.	8	0
42	Cc1ccc(Cl)cc1NC(=O)CN1CCOCC1	-9	12	-10	-2	-3	12	1	5	0	-5	-7
43	COc1ccc(S(=O)(=O)N(C)C[C@@H]2OCc3cnnn3CCCC(=O)N([C@H](C)CO)C[C@@H]2C)cc1	-12	2	-4	13	-1	-38	-24	8	5	-7	0
44	CSC1=NC2(CCCCC2)CC12C=CC(=O)C=C2	1	12	-4	-8	-12	14	-45	17	14	-11	-5
45	Cc1onc(-c2c(Cl)cccc2Cl)c1C(=O)c1c[nH]c(C(=O)NC2CC2)c1	-3	12	-5	7	-7	10	-2	3	10	6	2
46	O=C(Nc1cccc(S(=O)(=O)N2CCOCC2)c1)c1cc([N+](=O)[O-])ccc1N1CCOCC1	0	-18	-21	-4	-11	-17	-2	-16	8	7	7
47	CC(C)C(=O)N1CCN(c2ccccc2NC(=S)NC(=O)c2ccco2)CC1	-3	6	-6	-5	6	18	-22	-7	9	19	-5
48	O=[N+]([O-])c1ccc(N2CCOCC2)cc1NCCCO	-14	-20	1	-4	4	2	-9	-8	9	16	1
49	COc1cccc(Nc2ncnc3sc(C)cc23)c1	-16	-7	-7	-7	-94	18	-53	-21	-49	-73	-15
50	c1ccc(C(=C2CCCO2)c2ccccc2)cc1	-2	-22	-2	14	-1	-10	26	14	4	-4	-4
51	C/C(=N\NC(=O)c1ccccc1O)C1CC1	-19	2	18	-3	-33	10	-57	-3	-40	-48	-33
52	CCOc1cc(C(=S)N2CCOCC2)ccc1OC(=O)c1ccc(C)cc1	1	3	-20	5	-26	-9	14	12	1	-12	-1
53	O=C(CN1C(=O)NC2(CCCC2)C1=O)N1CCN(S(=O)(=O)c2cc(Cl)ccc2Cl)CC1	-2	14	11	-21	13	25	9	2	8	-1	-9
54	CN(C(=O)C(Cl)Cl)c1ccc(OC(=O)c2ccco2)cc1	2	-31	-2	-8	10	-43	0	-1	-4	23	-10
55	COCCn1c(SCc2cnc(-c3ccccc3)s2)nnc1-c1ccncc1	1	9	-12	-1	-5	-6	16	-8	13	-13	6
56	CC1(C)Cc2c(c(-c3ccccc3)[nH]c(=O)c2C#N)CS1	0	0	1	-2	0	1	-25	2	9	0	-12
57	Cc1nn(-c2ccccc2)c(Cl)c1/C=N\NC(=O)c1cnccn1	-4	-16	14	17	-14	-8	-27	-51	-15	-10	-10
58	CCn1c(SCc2nc(CC(=O)Nc3ccccc3OC)no2)nnc1-c1cccs1	-14	12	-17	-16	-7	7	-16	16	7	14	-1
